# Compound activity from PubChem.
# NCOA2 inhibitor = inhibition of GAL4-SRC2 driven luciferase reporter, primary screen, SRC2 inhibitor project, cell-based, luminescence; HEK293 GAL4-SRC2 luciferase reporter; 370,000 tested, 0.17% active; inhibition, % at 9 µM;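 active = inhibition above the mean inhibition of all tested compounds plus 3 SD, set per campaign, cut at about 52% in these data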;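 note: 0% = DMSO treated cells and 100% = cells given Gossypol at 36 µM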
# Target sequence (Q15596 whole entry, looked up, the tested form may be a part): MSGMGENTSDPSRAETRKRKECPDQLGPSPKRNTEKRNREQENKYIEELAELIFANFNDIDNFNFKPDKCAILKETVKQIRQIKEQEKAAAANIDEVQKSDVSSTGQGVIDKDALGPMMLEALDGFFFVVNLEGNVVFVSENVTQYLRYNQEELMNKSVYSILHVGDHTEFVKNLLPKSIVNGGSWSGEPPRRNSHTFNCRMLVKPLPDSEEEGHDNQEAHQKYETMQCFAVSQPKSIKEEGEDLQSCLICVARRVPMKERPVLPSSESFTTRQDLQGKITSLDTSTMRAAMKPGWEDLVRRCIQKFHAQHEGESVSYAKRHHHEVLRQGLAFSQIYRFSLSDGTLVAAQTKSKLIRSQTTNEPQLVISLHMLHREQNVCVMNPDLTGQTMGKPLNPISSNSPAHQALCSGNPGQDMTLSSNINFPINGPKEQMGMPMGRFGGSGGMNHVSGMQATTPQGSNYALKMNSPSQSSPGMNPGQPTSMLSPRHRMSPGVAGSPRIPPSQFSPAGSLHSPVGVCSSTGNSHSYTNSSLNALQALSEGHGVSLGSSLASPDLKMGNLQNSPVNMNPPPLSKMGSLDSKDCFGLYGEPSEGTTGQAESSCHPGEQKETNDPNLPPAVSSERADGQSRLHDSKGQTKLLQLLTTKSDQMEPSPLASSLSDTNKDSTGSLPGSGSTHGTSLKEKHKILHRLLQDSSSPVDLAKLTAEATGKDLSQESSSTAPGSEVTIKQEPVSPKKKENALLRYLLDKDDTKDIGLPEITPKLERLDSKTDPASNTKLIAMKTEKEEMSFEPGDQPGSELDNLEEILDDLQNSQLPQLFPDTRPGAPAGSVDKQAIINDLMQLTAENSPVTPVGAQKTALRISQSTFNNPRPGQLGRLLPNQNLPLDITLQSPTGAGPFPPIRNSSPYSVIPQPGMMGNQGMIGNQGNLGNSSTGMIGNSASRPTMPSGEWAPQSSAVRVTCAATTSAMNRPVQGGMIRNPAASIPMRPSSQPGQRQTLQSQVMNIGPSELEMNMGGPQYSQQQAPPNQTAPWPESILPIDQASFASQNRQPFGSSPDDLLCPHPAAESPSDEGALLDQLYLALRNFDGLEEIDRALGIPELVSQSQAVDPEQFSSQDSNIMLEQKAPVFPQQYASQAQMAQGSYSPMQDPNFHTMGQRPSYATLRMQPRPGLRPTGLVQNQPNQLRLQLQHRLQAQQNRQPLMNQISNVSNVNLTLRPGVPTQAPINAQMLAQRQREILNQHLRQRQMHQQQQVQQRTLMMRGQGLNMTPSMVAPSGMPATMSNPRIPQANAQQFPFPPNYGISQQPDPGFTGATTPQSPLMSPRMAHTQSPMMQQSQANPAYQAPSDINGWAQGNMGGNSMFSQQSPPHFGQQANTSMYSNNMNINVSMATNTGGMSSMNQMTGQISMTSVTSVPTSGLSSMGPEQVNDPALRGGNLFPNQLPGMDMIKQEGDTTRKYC
# CF NFkB inh = inhibitors of PAF-induced NF-kB signaling, primary screen, cell-based, GFP fluorescence, uHTS; 360,000 tested, 0.86% active; KKLEB NF-kB-GFP reporter, GFP fluorescence overnight; inhibition, % at 5 µM;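 active = at least 50% inhibition at 5 µM, scaled per plate between neutral and stimulator controls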;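 note: PAF is a Pseudomonas aeruginosa culture filtrate used as stimulus; plate controls were PAF-stimulated DMSO wells for no effect and unstimulated DMSO wells for full effect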
# TROY signal inh = inhibitors of TROY-driven NF-kB signaling, primary screen, Q293 LMP1-TROYcd cells, NF-kB luciferase, uHTS; Q293 LMP1-TROYcd NF-kB luciferase reporter, 4 h; inhibition, % at 10 µM; 360,000 tested, 0.98% active; AID 1347056, 2019;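 active = compounds whose plate-normalised and pattern-corrected inhibition of the luciferase reporter signal at the single screening dose is 50% or more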
# COUP-TFII inh = NR2F2 transcriptional activity inhibitors, primary screen, cell-based, luciferase reporter, HEK293T, luminescence | COUP transcription factor 2 (Homo sapiens), P24468 | inhibition, % at 8.6 µM | 370,000 tested, 0.7% active | HEK293T NGFI-A luciferase reporter;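 active = inhibition above a per-plate cutoff, mean inhibition of test wells between control levels plus 3 SD, cut at about 38% in these data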;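 note: cells cotransfected with COUP-TFII expression vector driving the NGFI-A reporter; 0% = median of COUP-TF2 test wells and 100% = reporter-only cells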
# KKLEB cytotox = cytotoxicity in KKLEB CF airway cells, primary screen, cytotoxicity control for CF NF-kB inhibitor project, cell-based, uHTS, fluorescence assay plates. 360,000 tested, 0.36% active. activity change (cytotoxicity), % at 5 µM. KKLEB CF airway cells viability, ATPlite luminescence, overnight; stronger effect = lower value; cells stimulated with P. aeruginosa culture filtrate. AID 602141, 2011;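 active = corrected activity change at or below -50% at 5 µM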
# EBV LMP1 NFkB = EBV LMP1-driven NF-kappaB luciferase reporter inhibitors, primary screen, cell-based, luminescence, single point; AID 504558, 2011; inhibition, % at 12.5 µM; 350,000 tested, 0.69% active; LMP1-induced NF-kappaB luciferase reporter cells; in the data active = inhibition above about 41%;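 note: 0% = neutral control wells and 100% = reference inhibitor control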
# TWEAK-Fn14 inh = inhibitors of TWEAK-Fn14 signaling, primary screen, luciferase reporter cells, uHTS | TWEAK-stimulated Fn14 reporter cells, luciferase luminescence, 8 h | inhibition, % at 10 µM | 360,000 tested, 2% active | AID 1159606, 2016; in the data active = inhibition above about 50%
# SRC1 inh = SRC1 coactivator transcriptional activity inhibitors, primary screen, cell-based, luminescence; HEK293 GAL4-SRC1 luciferase reporter; Nuclear receptor coactivator 1 (Homo sapiens), Q15788; AID 588354, 2011; inhibition, % at 3.6 µM; 360,000 tested, 0.12% active;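 active = inhibition above the campaign mean plus 3 SD, with each screening campaign given its own cutoff, cut at about 60% in these data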;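 note: 0% = DMSO treated cells and 100% = gossypol at 36 µM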
# LRH-1 inv ag = LRH-1 (NR5A2) inverse agonists, primary screen, cell-based, luminescence, HEK293T, StAR-luciferase reporter; Nuclear receptor subfamily 5 group A member 2 (Homo sapiens), O00482; LRH-1 transfected, 24 h; inhibition, % at 3.6 µM; 360,000 tested, 0.13% active; AID 602396, 2012;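 active = inhibition above the mean inhibition of all tested compounds plus 3 SD, cut at about 73% in these data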;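 note: 0% = DMSO wells and 100% = reporter-only cells lacking LRH-1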
# SRC3 inh = SRC3 coactivator transcriptional activity inhibitors, primary screen, cell-based, luminescence | inhibition, % at 3.6 µM | HEK293 GAL4-SRC3 luciferase reporter | 360,000 tested, 0.17% active;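 active = inhibition above a per-campaign cutoff, the mean of all compounds plus 3 SD, cut at about 60% in these data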;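 note: 0% = DMSO-treated cells and 100% = gossypol-treated cells at 36 µM; higher means less SRC3-driven luciferase light from the GAL4 reporter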
# C8 TRAIL sens = viability loss with TRAIL in NB7+C8 cells, primary screen, TRAIL sensitizer project, cell-based, ATPlite luminescence. inhibition (viability loss, TRAIL sensitization), % at 10 µM. 360,000 tested, 1% active. AID 624354, 2012;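 active = compounds causing at least 50% loss of cell viability in the single-dose screen, relative to plate controls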
# * hit, by the source's call; / = no result given.
SMILES,NCOA2 inhibitor,CF NFkB inh,TROY signal inh,COUP-TFII inh,KKLEB cytotox,EBV LMP1 NFkB,TWEAK-Fn14 inh,SRC1 inh,LRH-1 inv ag,SRC3 inh,C8 TRAIL sens
O=c1[nH]c(=S)[nH]c2scc(-c3ccc(Br)cc3)c12,9,-7,-9,-7,8,4,-1,4,-6,-1,11
CCOc1ccc(NC(=O)COC(=O)c2ccc3c(c2)C(=O)N(CCc2ccccc2)C3=O)cc1,-1,5,-42,-3,8,3,-26,-27,-17,-3,0
C[C@H](CO)N1C[C@H](C)[C@@H](CN(C)S(=O)(=O)c2cccs2)Oc2c(NC(=O)C3CC3)cccc2C1=O,-18,7,-10,-1,-4,3,-9,-2,10,-4,-5
CCn1c(=S)sc2nc(C)sc21,-18,21,-12,-16,-8,-5,3,3,14,11,1
O=C(NCCCn1ccnc1)/C(=C\c1ccccc1Cl)NC(=O)c1ccccc1,-2,-14,-4,1,18,-4,17,-21,20,9,2
OC(COCc1cccs1)CN1CCN(c2ccccc2Cl)CC1 (stereo not drawn),14,8,-4,16,-6,6,4,-3,11,10,23
Cc1ccc(C(=O)O)c(C(=O)Nc2nc(C)cs2)c1,9,14,1,0,2,-4,-5,-16,15,8,-3
Cc1nnc(NC(=O)c2cccc(F)c2)s1,-6,-4,-23,-17,1,-7,-40,-6,-4,-15,-8
O=C(Nc1ccccc1)/C(=C1\CCCN1)[N+](=O)[O-],-10,-3,-22,-11,1,-10,-14,-6,-33,-19,11
O=C(NCc1ccccc1)[C@@H]1CCCN1C(=O)[C@@H]1CCCN1C(=O)c1cccs1,14,/,12,-4,/,/,31,/,17,/,-8
O=C1CC(c2ccc(Cl)cc2)SC(N(c2ccccc2)c2ccccc2)=N1 (stereo not drawn),-5,6,-1,5,-24,-2,-6,3,-8,4,-6
COc1ccc(C(C)(O)c2nc(-c3ccc4ccccc4c3)cs2)cc1 (stereo not drawn),-10,-29,-2,10,11,/,24,2,5,-13,-15
CC(C)(C)/C(O)=C(/C#N)c1nc2ccccc2[nH]1,-5,1,7,11,8,-1,25,10,-5,2,-1
Cc1ccc(C)c(NC(=S)N(Cc2cccc(Br)c2)CC2CCC(C(=O)O)CC2)c1 (stereo not drawn),-20,-3,12,7,8,6,-1,9,7,0,-2
O=C(O)C(c1ccccc1)C(O)C1CC=CCC1 (stereo not drawn),13,10,-6,10,-14,12,5,2,-4,-25,-16
COc1ccc(OC)c(/C=C/C(=O)N2C(=O)c3cccc(N)c3C2=O)c1,-10,60*,-7,4,-40,-32,100*,-38,19,12,-10
CCc1ccc(-c2cc(C)no2)cc1S(=O)(=O)Nc1ccc(Cl)cn1,5,5,0,19,11,2,6,8,9,8,-9
CCCCN(C)C(=O)c1nc2ccccn2c1CN1CCN(c2ncccn2)CC1,-16,-27,17,2,15,-1,-12,11,11,10,-5
CC(C)OC(=O)c1cccnc1SCC(=O)N(C)c1ccccc1,-8,6,-19,4,-4,-2,-3,-10,10,-14,13
O=C(NCC(O)c1ccc([N+](=O)[O-])cc1)Nc1ccccc1 (stereo not drawn),-31,-5,15,-1,5,-4,6,-6,1,7,8
COc1ccc(OC(C)c2ccc(C#N)c(=O)[nH]2)cc1 (stereo not drawn),11,5,15,-1,-3,-5,7,-10,13,9,7
CCOC(=O)C1/C(=N\O)CC(C)(O)C(C(=O)OCC)C1c1ccc(OC)c(OC)c1 (stereo not drawn),-51,-6,2,9,4,7,-1,-18,5,16,-8
Cc1ccc2c(c1)N(C)/C(=C/c1cccc[n+]1CCO)S2,-9,-29,-10,22,3,1,5,14,13,12,-6
Cc1cc(-c2ccccc2)[nH]c(=O)c1S(=O)(=O)c1ccccc1,4,4,11,14,-1,-7,2,-19,1,10,-2
O=c1c(=Nc2ccccc2O)c(=O)c2ccccc12,-18,7,-25,-24,-3,-17,-18,-31,2,-24,3
Cc1cc(Cl)c(S(=O)(=O)N2CCSCC2)cc1OCC(=O)NC1CCCCC1,5,11,41,11,12,24,61*,7,2,16,28
CC(=O)N1CCN(S(=O)(=O)c2cccc(C(=O)Nc3ccccc3N3CCOCC3)c2)CC1,17,-12,4,1,8,-5,8,-2,19,7,-6
O=C(NCC(c1ccco1)N1CCCCC1)c1cccnc1 (stereo not drawn),8,6,11,6,-3,0,23,-10,-24,-37,10
O=C(Nc1ccc(Cl)cn1)c1ccc2ccccc2n1,-44,41,-26,-8,-28,-59,-23,-46,-24,-38,29
CC(=O)NCCc1nc2ccccc2n1CCCCOc1ccccc1,-16,-18,-5,-8,6,6,15,9,13,14,0
CC(=O)Nc1ccc(NC(=O)C(C)OC(=O)c2cc(S(=O)(=O)N(C)C)ccc2N2CCCC2)cc1 (stereo not drawn),-33,-15,-3,3,13,-1,-33,16,8,-4,4
Cc1cc(C(O)c2ncc(-c3ccccc3Cl)[nH]2)ccc1F (stereo not drawn),8,0,-36,-3,-22,/,-6,-16,1,-6,-7
CC(C)CN(C(=O)CSc1nc2ccccc2[nH]1)c1c(N)n(Cc2ccccc2)c(=O)[nH]c1=O,-26,-13,4,2,4,0,6,-17,-1,1,-13
Cc1ccc(-n2ccn(CC(=O)NCCc3ccccc3)c(=O)c2=O)cc1C,-19,-4,-40,-14,1,-3,-5,-17,-27,-17,-10
COCCN1C(=O)C(=O)/C(=C(/O)c2ccc(S(=O)(=O)N3CCCCC3)cc2)C1c1ccc(OC)cc1 (stereo not drawn),10,-16,0,9,2,2,-3,-10,15,-17,-11
CC1SC(c2ccc(F)cc2)N(CCc2ccccc2)C1=O (stereo not drawn),-28,-3,-2,-12,7,-7,-6,-15,4,-5,-2
CC(C)Cc1nc(N2CCN(C(=O)c3ccccc3)CC2)c(C#N)c2c1CCC2,2,14,10,17,-21,-8,-12,2,-10,14,-25
CCOC(=O)C1CCN(C(=O)c2cccc(S(=O)(=O)NCc3ccccc3)c2)CC1,-5,9,3,14,6,4,0,-7,-18,16,-8
c1csc(-c2cn3c(n2)SCC3)c1,-13,-5,5,7,-7,3,3,-14,-27,-22,-6
CC1(C(=O)Nc2cnc3ccccc3c2)CCN1Cc1cc2ccccc2o1 (stereo not drawn),-33,22,-2,-4,-8,/,3,9,29,-8,9
CCOC(=O)Cn1nc(C)c([N+](=O)[O-])c1C,-2,13,-14,2,2,2,-8,1,10,13,1
O=C(CSc1cc(Cl)ccc1Cl)NC1CC1,29,-6,-3,-40,-24,3,3,0,-11,-4,-6
O=C(COc1ccccc1)N1CCN=C1SCc1ccccc1F,0,2,-14,1,-6,-7,-11,-14,1,7,-2
Cc1ccc2c(C(=O)CN3CCCCC3)c(C)[nH]c2c1,5,-3,5,-4,1,10,19,-4,9,-17,2
CC(C)NC(=O)[C@H]1N2C(=O)c3ccccc3C2SC1(C)C (stereo partly drawn),-6,1,5,6,11,-3,1,2,11,1,-3
COc1ccc(N2C(=O)c3ccccc3NC2c2ccc(OC)c(CN3CCOCC3)c2)cc1 (stereo not drawn),-33,-5,-30,-18,-1,-24,-11,-81,-89,-50,6
O=C(Nc1cccc(S(=O)(=O)N2CCOCC2)c1)c1cn(-c2ccccc2)nc1-c1ccccc1,-1,8,4,-4,6,-5,20,-18,-7,5,-8
CCCN1Cc2cccc(C(=O)NCCCOC(C)C)c2C1=O,-22,-7,-4,17,-3,-20,-18,0,0,10,0
Cc1onc(-c2c(Cl)cccc2Cl)c1NC(=O)NNc1c(Cl)cncc1Cl,2,-6,13,1,-1,-6,-1,16,10,0,-3

# Rewritten with values under each structure: part of the list above
# Below each compound – NCOA2 inhibitor, CF NFkB inh, TROY signal inh, COUP-TFII inh, KKLEB cytotox, EBV LMP1 NFkB, TWEAK-Fn14 inh, SRC1 inh, LRH-1 inv ag, SRC3 inh, C8 TRAIL sens
- CCOC(=O)C1CCN(C(=O)c2cccc(S(=O)(=O)NCc3ccccc3)c2)CC1
 : -5, 9, 3, 14, 6, 4, 0, -7, -18, 16, -8
- c1csc(-c2cn3c(n2)SCC3)c1
 : -13, -5, 5, 7, -7, 3, 3, -14, -27, -22, -6
- CC1(C(=O)Nc2cnc3ccccc3c2)CCN1Cc1cc2ccccc2o1 (stereo not drawn)
 : -33, 22, -2, -4, -8, /, 3, 9, 29, -8, 9
- CCOC(=O)Cn1nc(C)c([N+](=O)[O-])c1C
 : -2, 13, -14, 2, 2, 2, -8, 1, 10, 13, 1
- O=C(CSc1cc(Cl)ccc1Cl)NC1CC1
 : 29, -6, -3, -40, -24, 3, 3, 0, -11, -4, -6
- O=C(COc1ccccc1)N1CCN=C1SCc1ccccc1F
 : 0, 2, -14, 1, -6, -7, -11, -14, 1, 7, -2
- Cc1ccc2c(C(=O)CN3CCCCC3)c(C)[nH]c2c1
 : 5, -3, 5, -4, 1, 10, 19, -4, 9, -17, 2
- CC(C)NC(=O)[C@H]1N2C(=O)c3ccccc3C2SC1(C)C (stereo partly drawn)
 : -6, 1, 5, 6, 11, -3, 1, 2, 11, 1, -3
- COc1ccc(N2C(=O)c3ccccc3NC2c2ccc(OC)c(CN3CCOCC3)c2)cc1 (stereo not drawn)
 : -33, -5, -30, -18, -1, -24, -11, -81, -89, -50, 6
- O=C(Nc1cccc(S(=O)(=O)N2CCOCC2)c1)c1cn(-c2ccccc2)nc1-c1ccccc1
 : -1, 8, 4, -4, 6, -5, 20, -18, -7, 5, -8
- CCCN1Cc2cccc(C(=O)NCCCOC(C)C)c2C1=O
 : -22, -7, -4, 17, -3, -20, -18, 0, 0, 10, 0
- Cc1onc(-c2c(Cl)cccc2Cl)c1NC(=O)NNc1c(Cl)cncc1Cl
 : 2, -6, 13, 1, -1, -6, -1, 16, 10, 0, -3
